# High-throughput results deposited in PubChem BioAssay by several laboratories.
# MC4R ag barr: human MC4R agonism via beta-arrestin; P32245; actives 0.98% (n = 360,000); activation, % at 8.9 µM; U2OS MC4R beta-arrestin complementation, luminescence; percent of melanotan II response, DMSO zero;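 active = activation above a per-plate cutoff, the mean activation of sample wells on that plate plus 3 SD, cut at about 8% in these data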
# Target sequence (P32245 whole entry, looked up): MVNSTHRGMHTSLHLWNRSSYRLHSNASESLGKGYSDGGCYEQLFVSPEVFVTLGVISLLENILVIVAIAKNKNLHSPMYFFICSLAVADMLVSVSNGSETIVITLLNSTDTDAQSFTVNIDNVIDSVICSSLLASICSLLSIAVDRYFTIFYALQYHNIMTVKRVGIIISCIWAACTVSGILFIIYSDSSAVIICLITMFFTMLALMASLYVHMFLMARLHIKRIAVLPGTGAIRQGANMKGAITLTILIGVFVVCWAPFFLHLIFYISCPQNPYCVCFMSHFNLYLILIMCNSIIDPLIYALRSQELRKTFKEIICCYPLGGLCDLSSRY
# N-glyco inh: N-linked glycosylation inhibition | AID 588692 | actives 0.23% (n = 360,000) | D54 ERlucT glycosylation luciferase reporter, 24 h; percent of 100 nM tunicamycin response | reporter increase, % at 12.5 µM;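 active = mean luciferase reporter signal, scaled so untreated is 0 and the glycosylation-blocking control 100, at or above a set limit in every replicate; inconclusive = mean reaches the limit but not every replicate does; inactive = mean below the limit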;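 also: luciferase carries N-glycosylation sites so blocking glycosylation raises the light; 0% = median of neutral control wells and 100% = median of 100 nM tunicamycin wells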
# HTR2A ag: activates the mouse 5-HT2A serotonin receptor; activation, % at 7.6 µM; CHO-K1 mHTR2A beta-arrestin complementation, luminescence; percent of 30 µM serotonin response; actives 0.66% (n = 360,000);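 active = activation above a run cutoff, the mean activation of all tested compounds plus 3 SD, cut at about 14% in these data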;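 also: 0% = plate median of compound wells and 100% = 30 µM serotonin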
# PDI inh: PDI (human) enzyme inhibition. actives 0.052% (n = 350,000). inhibition, % at 10 µM. AID 588391. P07237. PDI insulin aggregation turbidity, A650, 90 min;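 active = mean inhibition across replicates of 30% or more, whatever share of single replicates reach that level; inconclusive = mean inhibition below 30% while every single replicate reaches 30%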;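 also: absorbance from insulin aggregation driven by PDI reduction with DTT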
# Target sequence (P07237 whole entry, looked up): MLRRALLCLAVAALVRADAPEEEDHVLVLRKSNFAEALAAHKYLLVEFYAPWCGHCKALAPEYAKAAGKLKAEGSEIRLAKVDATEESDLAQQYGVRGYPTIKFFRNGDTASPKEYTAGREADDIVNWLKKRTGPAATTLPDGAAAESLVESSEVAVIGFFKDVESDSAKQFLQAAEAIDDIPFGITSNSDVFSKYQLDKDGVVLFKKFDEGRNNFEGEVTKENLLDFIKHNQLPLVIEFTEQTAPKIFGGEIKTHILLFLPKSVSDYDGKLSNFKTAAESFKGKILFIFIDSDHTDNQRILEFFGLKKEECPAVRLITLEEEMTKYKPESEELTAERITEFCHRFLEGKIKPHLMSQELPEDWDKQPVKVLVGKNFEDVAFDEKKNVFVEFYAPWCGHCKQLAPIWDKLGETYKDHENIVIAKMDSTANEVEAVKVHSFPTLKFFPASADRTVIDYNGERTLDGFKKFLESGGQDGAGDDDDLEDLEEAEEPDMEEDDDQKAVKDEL
# MC4R antagonist: human MC4R antagonism in cAMP assay; actives 0.48% (n = 360,000); inhibition, % at 6.5 µM; P32245; MC4R-expressing cells, MTII-stimulated cAMP, LANCE TR-FRET;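 active = inhibition above its plate's cutoff, the mean of tested wells on that plate plus 3 SD, cut at about 29% in these data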;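 also: 0% = Melanotan II alone and 100% = Melanotan II plus saturating MCL0020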
#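 system = U2OS cells with stable human MC4R expression | also added = Melanotan II challenge after compound preincubation | dosing = one concentration, 6.5 µM nominal | incubation = compound 30 min, challenge 1 h, detection 1 h | measured by = TR-FRET with Eu-cAMP and labeled anti-cAMP, 671 nm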
# CaV13 ICDI inh: Disruptors of the CACNA1D IQ motif to Ca2+-dependent inactivation inhibitor domain association, primary screening, Förster resonance energy transfer in intact living …; HEK cells, CFP/YFP FRET ICDI-IQ, plate reader, 10 min; percent FRET-ratio fall versus neutral wells; inhibition, % at 12.3 µM; actives 0.098% (n = 340,000);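 active = mean replicate inhibition of at least 30% and at least 1% of replicates passing that level; inconclusive = only one of the two criteria is met; inactive = neither criterion is met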;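 also: 0% = median of the neutral control wells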
# ABHD5-PLIN5 inh: ABHD5-PLIN5 protein interaction inhibition | Q00G26+Q8WTS1 | Split G. princeps luciferase complementation, luminescence, 4 h | inhibition, % at 4 µM | actives 0.78% (n = 360,000);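 active = inhibition above the mean inhibition across every tested compound plus 3 SD, cut at about 22% in these data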;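 also: 0% = DMSO only wells and the 100% control is not disclosed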
# ABCB6 inh 2: human ABCB6 transporter inhibition; actives 0.19% (n = 360,000); AID 602162; fluorescence ratio to DMSO, % at 10 µM; Q9NP58; K562-ABCB6 porphyrin accumulation, flow cytometry, 1 h; active compounds read low;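 active = fluorescence ratio to DMSO below 75%, the collection mean minus 3 SD; inconclusive = too few cells collected in the well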;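 also: signal is porphyrin accumulated inside mitochondria; 100% equals median channel fluorescence of DMSO control wells; lower ratio means ABCB6 inhibition with less porphyrin fluorescence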
# Cardio protect: modulators protecting cardiomyocytes from myocardial damage. protection from H2O2 cell death, % at 20 µM. H9c2 cardiomyocytes, H2O2 injury protection, ATPLite, 2 h. AID 588492. actives 0.63% (n = 360,000);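 active = compounds giving at least 50% protection of heart cells from peroxide-induced death in the single-dose screen, raw or plate-pattern-corrected value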;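 also: 0% = DMSO wells with peroxide and 100% = DMSO wells without peroxide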
# Granule exo inh: blocks lytic granule exocytosis | TALL-104 LAMP-1 surface exposure, flow cytometry; cells stimulated with thapsigargin and PMA | inhibition, % at 10 µM | actives 0.66% (n = 360,000) | AID 651702;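 active = inhibition above about 55%, limit read from the data; inconclusive = no clear call, values can overlap the other calls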
# * marks the source's active call; other numbers are inactive results; ? = inconclusive; . = no result given; + = active, no number; & = joins results of further samples.
SMILES,MC4R ag barr,N-glyco inh,HTR2A ag,PDI inh,MC4R antagonist,CaV13 ICDI inh,ABHD5-PLIN5 inh,ABCB6 inh 2,Cardio protect,Granule exo inh
COc1ccc(-c2cc(C(=O)Nc3sc4c(c3C#N)CCCC4)c3ccccc3n2)cc1,-4.9,-2,-1,-16,-4,-5,-1,98,-5,1
Cc1ccc(C23CC4CC(CC(NC(=O)N5CCN(C)CC5)(C4)C2)C3)cc1,-0.7,0,-8,12,12,-7,6,97,0,10
CCOc1ccccc1CNC(=O)c1cc2oc3ccccc3c2n1CC,-0.3,-13,-5,3,-4,-6,-5,92,-7,0
COc1ccccc1N1CCN(C(=O)[C@@H]2CCCN2C2=NS(=O)(=O)c3ccccc32)CC1,1.6,3,-8,1,12,-12,8,104,4,-8
Cc1cccc(Oc2sc(C(=O)c3ccccc3)c(N)c2C#N)c1C,-0.9,0,8,-4,10,-7,2,91,-13,66*
CCOc1ccc2nc(NC(=O)CSc3nc4cccnc4n3C)sc2c1,16*,0,2,-3,3,.,2,98,0,2
Cc1cccc(/C(N)=N/OC(=O)C23CC4CC(CC(C4)C2)C3)c1,0.1,-7,-1,-11,-1,-4,7,89,-18,1
O=C(COC(=O)[C@@H]1CC(O)CN1S(=O)(=O)c1ccc2c(c1)OCCO2)NCc1ccc(F)cc1 (some centres undefined),-4.8,1,11,7,3,-7,3,94,-2,-10
COc1ccc(C(=O)OC(C)C(=O)NC(C)CCc2ccccc2)cc1[N+](=O)[O-] (centres undefined),0.4,2,-1,0,2,-3,13,99,-6,2
COc1ccccc1N1CCN(C(=O)CCCCCn2c(=O)[nH]c3ccsc3c2=O)CC1,-0.4,3,1,-4,17,-6,-1,100,9,-2

# The final two entries of the part before are carried over, then new ones follow.
SMILES,MC4R ag barr,N-glyco inh,HTR2A ag,PDI inh,MC4R antagonist,CaV13 ICDI inh,ABHD5-PLIN5 inh,ABCB6 inh 2,Cardio protect,Granule exo inh
COc1ccc(C(=O)OC(C)C(=O)NC(C)CCc2ccccc2)cc1[N+](=O)[O-] (centres undefined),0.4,2,-1,0,2,-3,13,99,-6,2
COc1ccccc1N1CCN(C(=O)CCCCCn2c(=O)[nH]c3ccsc3c2=O)CC1,-0.4,3,1,-4,17,-6,-1,100,9,-2
CC(=O)c1cc2c(ccc3ccccc32)oc1=O,-0.1,2,-2,1,1,+,-2,101,-1,4
CCOc1ccc(C(=O)NCCC(=O)N2CCC3(CC2)NCCc2[nH]cnc23)cc1OCC,0.1,0,7,-5,1,-7,-1,96,-1,-3
COc1cc(/C=C(\C#N)c2nc3ccccc3s2)cc([N+](=O)[O-])c1O,1.0,-3,-4,2,14,-6,15,113,-19,12
Cc1ccc(C(C(=O)NC2CCCCC2)N(CC2CCCO2)C(=O)CNC(=O)c2ccco2)cc1 (centres undefined),-1.9,-3,6,0,4,.,4,88,2,-1
COc1ccc(OCCNC(=O)C2(C)CCN2Cc2ccc(SC)cc2)cc1 (centres undefined),-0.3,-3,0,6,7,-9,5,96,-2,6
O=C(c1ccco1)N1CCN(Cc2nnnn2CC2CCCO2)CC1 (centres undefined),-1.1,2,4,5,15,-3,5,103,1,-1
Cc1cccc(NC(=O)C2C3C=CC(O3)C2C(=O)O)c1C (centres undefined),1.9,2,3,2,17,-5,5,99,-3,0
CN1CCN(C(=O)c2cc3ccccc3oc2=O)CC1,-0.8,2,6,2,7,-4,5,99,3,-4
CCc1nc2ccc(C(=O)NCCOc3ccc(OC)cc3)cn2c1N(C)CCCc1ccccc1,0.5,-2,-2,9,3,-5,-1,97,-1,8
CC(=O)N1CCc2cc(Br)cc(S(=O)(=O)NCCCN3CCCC(C)C3)c21 (centres undefined),-0.8,4,-2,-7,2,-5,2,96,7,-3
Nc1cc(OCc2ccccc2)ccc1OCc1ccccc1,3.6,0,-1,2,6,-10,-1,99,-9,1
CSCCn1c(C(C)(C)C)cc(C(=O)O)c1C,-2.5,3,0,3,7,-3,0,101,2,2
COc1ccc(-c2cc(C(F)(F)F)nc(SCC(=O)N(C)Cc3cnn(C)c3C)n2)cc1OC,-0.8,-2,1,-15,5,-3,2,102,2,-6
CNC(=O)c1ccc(S(=O)(=O)c2ccc(Cl)cc2)c(NC(C)=O)c1,-0.6,-1,9,-8,7,-21,4,99,3,-3
Nn1c(SCC(=O)NCc2ccc3c(c2)OCO3)nnc1C1CC1,-1.9,3,-1,1,8,-5,1,103,5,-2
CCC(CC)C(=O)N1CCN(Cc2ccc3c(c2)OCO3)CC1,1.2,-2,8,-2,11,-5,2,97,-3,0
CCOC(=O)C1CCN(C(=O)CNC(=O)c2nn(-c3ccc(OC)cc3OC)c(=O)c3ccccc23)CC1,1.7,-1,7,-4,5,-3,-3,98,2,7
COc1ccc(/C=C/c2nc3ccccc3n2Cc2ccc(OC)c(OC)c2)cc1,0.8,-9,2,-11,-6,9,12,99,-13,-1
COc1ccc(S(=O)(=O)N2CCOCC2)cc1NC(=O)c1cccc2c(=O)c(C)c(-c3ccccc3)oc12,-1.7,-3,-2,-1,-1,-2,-1,92,71*,2
C=CCOc1cccn2c(N(C)C(=O)c3ccccc3F)c(CC)nc12,-0.9,1,16*,3,1,.,-2,99,4,-3
CCOC(=O)CC1(C)c2nc(NC(C)=O)sc2Cc2sc(NC(C)=O)nc21,.,0,-2,.,.,-5,-7,101,8,-3
C=CCOC(=O)N1CCC2CC1c1c(-c3ccc(C(F)(F)F)cc3)cccc12 (centres undefined),.,-4,-1,.,.,-11,-10,100,-8,-4
COc1ccc(Cl)cc1NC(=O)CSc1nc(Nc2ccccc2)nc(N2CCOCC2)n1,-0.3,-9,5,0,19,-5,-6,98,1,-1
Clc1ccc(/C=N/Nc2nc(Cl)nc3ccccc23)cc1,0.4,-2,4,-1,-8,-5,5,95,-7,1
COC(=O)c1c(NC(=O)c2c(-c3ccccc3Cl)noc2C)sc2c1CCC2,1.3,-4,3,0,22,-4,-1,96,-10,-5
CCCCn1nnnc1C(c1ccc(OC)cc1)N1CCN(C/C=C/c2ccccc2)CC1 (centres undefined),.,-1,-4,.,.,.,0,96,-1,5
COc1cc(C(=O)N2CCN(C(=O)c3cc(-c4ccc(Br)cc4)n[nH]3)CC2)cc(OC)c1OC,-2.0,1,-1,7,15,-2,0,103,4,1
Cc1ccc(C2=NCCn3c2c2ccc([N+](=O)[O-])cc2[n+]3[O-])cc1,-0.8,-4,-1,-2,0,-8,-6,104,-4,-2
COC(=O)c1ccccc1N=Nc1c(N)n[nH]c1N,-0.1,-2,3,2,-17,-4,-9,104,8,-3
O=C(Cc1ccc(Nc2nc3ccc(Br)cc3[nH]2)cc1)NCCc1cccs1,-1.2,-4,-5,-2,11,-2,3,97,-10,18
CCOC(=O)CSc1nc2cc(C)cc(C)c2cc1C#N,0.2,1,-2,-3,9,.,-3,120,-2,-4
Cc1ccc(C)c(N2CCN(S(=O)(=O)c3ccc4c(c3)CCN4C(=O)CCC(=O)O)CC2)c1,1.5,1,9,.,4,-6,-3,?,-3,-7
CCOC(=O)c1ccccc1NC(=O)COC(=O)C1CCN(S(=O)(=O)c2ccccc2C(=O)OC)CC1,-3.1,3,3,2,12,-5,-5,96,9,11
COc1cccc(OCc2nc3ccccc3c(=O)n2N)c1,-1.1,-2,3,-3,5,-5,1,102,0,-1
Cc1c(C(=O)NCc2cccnc2)oc2ccc(S(=O)(=O)N3CCC4(CC3)OCCO4)cc12,-1.4,-2,1,-7,12,-5,4,96,-1,1
CS(=O)(=O)c1ccc(C(=O)OCC(=O)NC23CC4CC(CC(C4)C2)C3)cc1[N+](=O)[O-],-4.3,3,3,12,50*,-14,5,105,-20,-2
CCOc1ccccc1NC(=O)COC(=O)Cc1ccc(-c2ccccc2)cc1,0.2,2,1,4,10,-2,-1,93,-4,13
CCn1c(C)nc2cc(C#N)ccc21,-2.3,2,-1,2,13,-12,-1,98,-4,-1
Cc1cccc(Nc2ncnc3nc[nH]c23)c1,-0.3,-1,0,-6,4,-5,9,99,-10,-1
Cn1c(/C(C#N)=C(\O)c2ccc([N+](=O)[O-])s2)nc2ccccc21,-0.8,4,-2,1,9,-2,3,96,-1,-3
CCCCNC(=O)c1ccc2c(c1)N(C)C(=O)c1ccccc1S2,0.2,3,-7,-10,7,-3,-5,102,-6,-5
COc1cccc(-n2c(C)c(C(C)=O)c(C(C)=O)c2C)c1,-2.2,3,-4,-2,6,-1,1,91,1,2
CC(NC(=O)NC1CCCCC1)C(c1cccs1)N1CCN(c2ccccc2)CC1 (centres undefined),-0.6,-3,-2,.,7,-3,-6,102,6,8
COc1cc(-c2cc(C(=O)Nc3ccc(C)c(S(=O)(=O)N4CCOCC4)c3)c3ccccc3n2)cc(OC)c1OC,0.4,-8,2,-14,32*,-5,7,100,41,1
CC(C)[C@H]1COCCS(=O)(=O)N1Cc1ccccc1-c1cccc2c1oc1ccccc12,-3.1,-9,-1,2,7,-4,-4,97,-16,4
N#CC1(NC(=O)CN2C(=O)c3ccc([N+](=O)[O-])cc3C2=O)CCCCC1,-2.6,-1,-1,6,-1,-6,8,93,-1,-1
CCOC(=O)c1c(C)nc2sc(C(=O)Nc3ccc(C(C)=O)cc3)c(N)c2c1-c1ccc(OC)cc1,0.5,-4,4,-18,12,-19,-6,105,27,21
COc1ccc(Cn2cc3c(-c4ccc(F)cc4)nnc-3c3cc(OC)c(OC)cc32)cc1,-0.1,-16,-6,6,-1,-8,10,120,-14,34
O=C(c1ccc(Cl)c([N+](=O)[O-])c1)N1CCN(S(=O)(=O)c2ccc(Cl)cc2)CC1,-0.5,-1,-2,-1,11,-7,3,96,-6,-4
COC(=O)[C@H]1[C@@H](C)N(Cc2ccccc2)C(=O)N[C@H]1c1cccc(C(F)(F)F)c1,3.9,0,-4,-1,9,-5,1,99,0,-3

# Additional results follow:
SMILES,MC4R ag barr,N-glyco inh,HTR2A ag,PDI inh,MC4R antagonist,CaV13 ICDI inh,ABHD5-PLIN5 inh,ABCB6 inh 2,Cardio protect,Granule exo inh
O=C1/C(=C/c2ccco2)Cc2ccccc21,2.1,1,0,-3,-4,-5,3,106,-6,0
CCc1nc(N)nc(N)c1-c1ccc(Cl)c(N=[N+]=[N-])c1,-0.8&-0.1,-2&-1,-3&14,-2&-10,-9&-5,-7&-9,-4&10,112&101,-2&-3,-11&0
COc1ccc(C(C)(O)c2nc(-c3cccc(NC(C)=O)c3)cs2)cc1 (centres undefined),-1.5,0,-1,-3,-2,-6,-5,100,0,-4
CC1CC(C)(C)NC(C)c2ccccc21 (centres undefined),-0.4,2,-1,5,-7,-3,-3,97,4,0
COc1ccc(CC(=O)NCc2nnc(SCC(=O)c3ccc(OC)cc3)n2C)cc1,-2.9,-1,-4,2,1,-7,-8,97,1,1
Cc1noc(C(=O)N(C)c2ccccc2)c1Cl,-1.0,0,-3,0,5,-18,-5,420,-2,-3
